High-throughput results from PubChem BioAssay.
ATG4B inh – ATG4B protease inhibitors, primary screen, biochemical, fluorescence, uHTS | ATG4B cleavage of LC3-PLA2, NBD-HPC fluorescence, 1 h | inhibition, % at 8.33 µM | hit rate 0.51% among 340,000 | AID 504462, 2011; in the data active = inhibition above about 40%
SENP8 block – human SENP8 protease inhibitors, primary screen, biochemical, fluorescence, Nedd8 protein substrate, uHTS | AID 602440, 2012 | hit rate 0.64% among 360,000 | inhibition, % at 20 µM | Sentrin-specific protease 8 (Homo sapiens), Q96LD8 | recombinant SENP8; in the data active = inhibition mostly above about 40%, no sharp cut-off; inactive = mostly below about 27%
Target sequence (Q96LD8 whole entry, looked up): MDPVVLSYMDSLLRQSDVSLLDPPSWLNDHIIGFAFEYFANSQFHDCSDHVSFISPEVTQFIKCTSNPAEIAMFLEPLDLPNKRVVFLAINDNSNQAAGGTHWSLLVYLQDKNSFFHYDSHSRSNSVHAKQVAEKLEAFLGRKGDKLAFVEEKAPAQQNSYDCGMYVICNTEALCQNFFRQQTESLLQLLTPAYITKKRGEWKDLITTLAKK
SENP7 block – SENP7 protease inhibitors, primary screen, biochemical, luminescence, uHTS. recombinant SENP7, Z-RLRGG-aminoluciferin luminescence, 40 min. Sentrin-specific protease 7 (Homo sapiens), Q9BQF6. hit rate 1.5% among 330,000. inhibition, % at 5 µM;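 active = inhibition above about 50% at the single test dose, limit read from the data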;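 also: plate controls were DMSO with enzyme for no effect and no enzyme buffer wells for full effect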
Target sequence (Q9BQF6 706-1050 limits assumed): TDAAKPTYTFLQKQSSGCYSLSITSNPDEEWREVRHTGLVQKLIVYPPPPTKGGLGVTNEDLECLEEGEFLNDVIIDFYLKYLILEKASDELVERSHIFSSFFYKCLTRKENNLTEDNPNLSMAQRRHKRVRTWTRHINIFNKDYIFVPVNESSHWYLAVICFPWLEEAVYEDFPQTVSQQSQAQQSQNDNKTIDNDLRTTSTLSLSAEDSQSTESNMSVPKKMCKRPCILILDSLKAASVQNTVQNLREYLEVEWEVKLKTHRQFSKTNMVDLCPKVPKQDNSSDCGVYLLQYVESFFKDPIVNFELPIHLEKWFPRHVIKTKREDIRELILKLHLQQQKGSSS
PfGluPho inh – PfG6PD enzyme inhibitors, primary screen, biochemical, fluorescence intensity, uHTS; glucose-6-phosphate dehydrogenase-6-phosphogluconolactonase (Plasmodium falciparum 3D7); PfGluPho enzyme, NADPH resazurin-diaphorase fluorescence; inhibition, % at 20 µM; hit rate 0.78% among 350,000; AID 504690, 2011;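 active = inhibition reaching at least a set limit at 20 µM in the primary screen, cut at about 59% in these data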;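 also: 0% = DMSO wells with substrate and 100% = DMSO wells lacking glucose-6-phosphate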
MPTP block – mitochondrial permeability transition pore inhibitors, primary screen, biochemical, isolated mouse mitochondria, absorbance. Ca2+ swelling absorbance, 30 min. hit rate 1.4% among 360,000. inhibition, % at 10 µM;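 active = inhibition of 50% or more, scaled per plate between neutral and stimulator controls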;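 also: 0% = DMSO wells given calcium and 100% = 1 mM EGTA wells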
SENP6 inh – SENP6 protease inhibitors, primary screen, biochemical, luminescence, uHTS. inhibition, % at 10 µM. Sentrin-specific protease 6 (Homo sapiens), Q9GZR1. hit rate 1.8% among 330,000. Recombinant SENP6 catalytic domain, aminoluciferin luminescence;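 active = inhibition above about 50% at the single tested dose, limit read from the data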;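 also: plate controls were DMSO wells with enzyme for no effect and DMSO wells lacking enzyme for full effect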
Target sequence (Q9GZR1 628-1112 limits assumed): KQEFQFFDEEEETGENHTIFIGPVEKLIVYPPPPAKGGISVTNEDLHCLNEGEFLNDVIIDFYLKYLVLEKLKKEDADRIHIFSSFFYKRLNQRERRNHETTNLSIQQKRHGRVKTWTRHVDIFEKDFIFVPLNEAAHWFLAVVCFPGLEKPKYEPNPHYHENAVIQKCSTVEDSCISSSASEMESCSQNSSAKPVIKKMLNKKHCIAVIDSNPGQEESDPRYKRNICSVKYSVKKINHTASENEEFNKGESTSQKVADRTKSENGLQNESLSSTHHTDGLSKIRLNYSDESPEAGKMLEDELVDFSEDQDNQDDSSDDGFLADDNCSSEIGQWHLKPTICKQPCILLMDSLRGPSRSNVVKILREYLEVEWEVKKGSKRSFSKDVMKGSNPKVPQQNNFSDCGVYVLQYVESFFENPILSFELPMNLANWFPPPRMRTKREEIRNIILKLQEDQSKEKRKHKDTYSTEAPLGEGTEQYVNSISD
NR3A LBD binder – binders of NR3A ligand-binding domain, primary screen, biophysical, differential scanning fluorimetry, uHTS. Glutamate receptor ionotropic, NMDA 3A (GRIN3A) ligand-binding domain. NR3A LBD differential scanning fluorimetry, Tm shift; 0% = protein alone, 100% = glycine-bound protein. Tm shift relative to glycine control, % at 25 µM. hit rate 2.5% among 340,000. AID 1259313, 2017;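 active = melting temperature shift of at least 10% of the positive control shift, at one fixed dose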
HKDC1 inhibitor – HKDC1 hexokinase inhibitors, primary screen, biochemical, fluorescence, uHTS. Q2TB90. recombinant HKDC1, G6PDH/diaphorase resazurin coupled fluorescence. inhibition, % at 20 µM. hit rate 0.16% among 340,000. AID 493160, 2011;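 active = inhibition above about 35% when tested at 20 µM, limit read from the data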;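 also: plate controls were DMSO wells with enzyme for no effect and DMSO wells lacking enzyme for full effect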
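System: Recombinant HKDC1 hexokinase | Amount: HKDC1 at 5 µg/mL | Reagent: Glucose with 1 mM ATP | Doses: Single 20 µM dose | Incubation: Reaction time 90 min, room temperature, protected from light | Signal: Coupled resazurin fluorescence, excitation 525 nm, emission 613 nm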
Numbers without * were called inactive; · = no result given.

Start of the listing, in advance (three entries):
Every second line gives: SENP7 block	PfGluPho inh	MPTP block	HKDC1 inhibitor	ATG4B inh	NR3A LBD binder	SENP8 block	SENP6 inh
> CCC(COC(C)=O)Nc1nc2c([nH]1)c(=O)n(C)c(=O)n2C (stereo unspecified)
→ -7	3	1.0	-2	0	0	8	-8
> CCN(CC1CCCN(CCc2cccc(OC)c2)C1)C(=O)C=C(C)C (stereo unspecified)
→ -2	-2	0.1	-3	3	-1	15	0
> Cc1ccccc1-c1noc(-c2ccccc2C(=O)NCC2CCCO2)n1 (stereo unspecified)
→ -1	15	-0.5	2	-2	1	22	-15

The list itself, from the start:
Every second line gives: SENP7 block	PfGluPho inh	MPTP block	HKDC1 inhibitor	ATG4B inh	NR3A LBD binder	SENP8 block	SENP6 inh
> CCC(COC(C)=O)Nc1nc2c([nH]1)c(=O)n(C)c(=O)n2C (stereo unspecified)
→ -7	3	1.0	-2	0	0	8	-8
> CCN(CC1CCCN(CCc2cccc(OC)c2)C1)C(=O)C=C(C)C (stereo unspecified)
→ -2	-2	0.1	-3	3	-1	15	0
> Cc1ccccc1-c1noc(-c2ccccc2C(=O)NCC2CCCO2)n1 (stereo unspecified)
→ -1	15	-0.5	2	-2	1	22	-15
> O=c1cc(NC2CCCCCC2)[nH]c(=O)[nH]1
→ -17	24	1.2	-3	1	0	15	-1
> O=C1CC(N2CCN(Cc3ccccc3)CC2)C(=O)N1CCc1ccccc1 (stereo unspecified)
→ 2	5	-1.2	-6	-2	1	24	6
> COc1ccc(C(=O)N(Cc2ccccc2)c2ccc(C)cc2)cc1S(=O)(=O)N1CCOCC1
→ 4	28	-0.1	-3	-8	4	-33	-1
> Cc1noc(NS(=O)(=O)c2ccc(NC(=O)CSc3nnc4c(n3)[nH]c3ccccc34)cc2)c1C
→ -7	-10	-1.3	3	-3	3	10	1
> C[C@@H]1CN([C@H](C)CO)C(=O)Cc2cc(NC(=O)CCC(F)(F)F)ccc2O[C@@H]1CN(C)S(=O)(=O)c1ccccc1
→ ·	18	-0.5	-1	-4	4	25	·
> COc1ccc(-c2cc(C(=O)N3CCCCCC3)no2)cc1
→ 48	0	-1.6	-6	0	-3	21	57*
> OC1CCCN(CC(O)COC(c2ccc(F)cc2)c2ccc(F)cc2)C1 (stereo unspecified)
→ -4	-10	-1.5	-7	3	-2	-34	-2
> CC(C(=O)NC(C)(C)C)N(Cc1cccs1)C(=O)CCN1CCc2ccccc21 (stereo unspecified)
→ 5	15	-2.4	3	-5	1	0	21
> CC(C)[C@H](NC(=O)N1c2ccccc2NC(=O)[C@@H]1C(C)C)C(=O)N[C@H](C(=O)O)c1ccccc1
→ -9	-14	-1.4	0	-18	0	37	-9
> COc1cc(C(=S)N2CCOCC2)ccc1OC(=O)c1cc(OC)c(OC)c(OC)c1
→ 5	18	-0.9	-8	-6	1	10	9
> O=C(Nc1ccc2c(c1)OCO2)C(c1ccc(Cl)cc1)N1CCN(C(=O)c2ccco2)CC1 (stereo unspecified)
→ 4	16	-2.6	1	-9	0	20	-6
> O=C(O)c1cccc(COCC(F)(F)C(F)F)c1
→ -3	-15	-0.5	-6	9	8	6	-1
> CC(C)OCCCNc1nc(Cl)nc2c1cnn2C
→ ·	2	0.6	-6	-14	0	5	·
> CCOC(=O)N1CCN(C(=O)c2ccc3c(=O)n4c(nc3c2)CCCCC4)CC1
→ -5	-14	·	-10	-12	-2	·	-14
> COc1ccc(Br)cc1/C=N/n1c(-c2ccccc2)n[nH]c1=S
→ -1	5	1.1	-2	-7	2	11	-10
> O=C(O)c1cccc(COc2cccc3ccccc23)c1
→ 96*	-15	3.3	9	4	1	17	97*
> Cc1cccc(CCNC(=O)CCNC(=O)Cn2ccc3ccccc3c2=O)c1
→ -4	8	0.6	-11	-8	-11	-7	-8
> CC1Sc2ccc(C(=O)O)cc2NC1=O (stereo unspecified)
→ -3	-3	0.0	1	4	2	0	-4
> CCC1=[N+](CC(=O)c2ccc(Br)cc2)CCn2c(C)ccc21
→ -8	14	2.9	-6	9	-1	-364	-7
> COc1ccc(N/C=C/C(=O)c2ccc(Oc3ncccn3)cc2)cc1
→ 5	5	-0.5	-1	-4	4	-109	10
> Cc1ccc(N2CC(C(=O)NCCS(=O)(=O)N3CCN(c4ccc(F)cc4)CC3)CC2=O)cc1 (stereo unspecified)
→ -1	15	-0.7	-1	-3	2	10	4
> CCc1cccc2c(C(=O)CSc3nncn3C)c[nH]c12
→ 1	9	-0.2	-2	-6	-1	20	-18
> Nc1nnc(SCC(=O)OCc2ccc(F)cc2)s1
→ -6	-1	-0.4	-6	-5	-1	21	-7
> c1ccc2c(Nc3nc(N4CCOCC4)c4ccccc4n3)cccc2c1
→ -14	-2	1.7	-5	-13	-4	-233	2
> CCCCNC(=O)c1ccc(NC(=O)C2CCCO2)cc1 (stereo unspecified)
→ -11	-9	-0.5	-2	-1	4	10	-7
> COC(=O)c1cn(S(=O)(=O)c2ccccc2)c2ccccc12
→ -2	3	-0.2	-4	10	2	8	0
> CC1CCCN(CCC(=O)c2ccc(Br)cc2)C1 (stereo unspecified)
→ -8	12	114*	4	-1	1	10	-6
> O=C(O)COc1ccccc1C1C2C(=O)N(c3ccccc3)C(=O)C2ON1c1ccccc1 (stereo unspecified)
→ -3	-17	1.7	10	11	-4	14	6
> O=C(CC(c1ccccc1)c1ccccc1)NCCO
→ 1	2	-2.2	0	0	-1	20	-20
> CCOC(=O)c1cnc(-n2nc(C)cc2C)nc1N(C)C
→ 13	1	-0.2	5	-2	1	14	0
> Cc1cc(NC(=O)c2ccc(Cl)cc2)c(C)cc1O
→ -5	9	0.1	-6	-1	-1	16	-11
> CC1CCCC(C)N1C(=O)COC(=O)c1ccc(Br)o1 (stereo unspecified)
→ -1	-1	0.7	-6	5	-1	7	4
> COc1ccc(-c2[nH]ncc2CN(C)Cc2cnccn2)c(OC)c1
→ -1	-2	-1.2	2	-4	-2	-10	0
> COc1ccc(CC(=O)Nc2ccc(C(=O)Nc3ccccc3C(=O)O)cc2)cc1OC
→ -8	-22	-1.6	-8	-14	-3	-3	-21
> COc1ccc(S(=O)(=O)N2CCOCC2)cc1NC(=O)Cc1ccsc1
→ 0	3	-0.6	-1	-3	0	-7	11
> O=C(O)CSCC(=O)NCc1ccc(Cl)cc1
→ -4	-3	0.1	-5	0	2	18	-8
> CC(C)NCC#CCOc1ccc(Cl)cc1
→ -1	12	-2.9	-4	0	-1	11	-16
> Cc1cccc(C)c1NC(=S)NN1CCN(C)CC1
→ -4	-5	1.0	1	-8	1	9	-16
> C[C@H](CO)N1C[C@H](C)[C@@H](CN(C)S(C)(=O)=O)Oc2c(NC(=O)c3ccncc3)cccc2C1=O
→ -6	6	0.0	5	-13	1	1	-3
> CCOc1ccc(NC(N)=O)cc1
→ 9	-2	-1.8	-14	-6	1	5	-37
> Cc1ccc(S(=O)(=O)Nc2cc(=O)[nH]c(SCc3ccc(Cl)cc3)n2)cc1
→ ·	-5	7.5	-1	-16	11*	22	·
> COCCn1c(N)c(NCc2ccccc2)c(=O)[nH]c1=O
→ 5	27	-1.5	0	-3	-3	-27	10
> CC(=O)C[C@@H](O)CC(=O)[C@H]1OC(=O)[C@H](C)C/C=C\Cc2ccccc21
→ 9	-10	0.2	-3	·	1	3	17
> CC(C)[C@H](NC(=O)[C@H](Cc1ccccc1)n1c(=O)[nH]c2ccccc2c1=O)C(=O)N1CCC[C@@H]1C(=O)O
→ -12	2	-1.2	-6	-13	0	8	-8
> c1ccc(Cc2nnc3sc(-c4cccs4)nn23)cc1
→ 1	35	-1.2	-4	8	0	4	4
> CC(C)[C@H](NS(=O)(=O)c1cccc(C(F)(F)F)c1)C(=O)OCC(N)=O
→ 5	-11	-1.9	-6	-1	1	3	-5
> CN(C)S(=O)(=O)c1ccc(C(=O)NCCSc2ccc(Br)cc2)cc1
→ -7	-2	3.5	0	-13	-10	10	-12
> O=C(c1ccc2c(c1)OCO2)N(Cc1cccs1)C1(C(=O)NC2CCCCC2)CCCCC1
→ ·	-8	6.5	-7	-10	-12	14	·
> Cc1ccccc1N1CCN(C2CCCN(C(=O)c3noc4c3CCCC4)C2)CC1 (stereo unspecified)
→ -3	-5	-0.7	-5	15	-2	4	-7
> CN(Cc1ccccc1)c1nnc(N)s1
→ -7	1	-1.2	-8	-6	2	7	-1
> COc1ccc(N2CCN(C(=O)COC(=O)c3ccc(C)o3)CC2)cc1
→ -2	13	-1.4	-7	3	1	19	-10
> CSC1=NC(C)N2C(SC)=NC(C)N12 (stereo unspecified)
→ 0	-6	2.3	-1	-5	0	6	-4
> O=C(c1ccccc1)c1nnc(-c2ccccc2F)o1
→ 97*	-12	-1.0	-3	10	0	37	85*
> O=C(Cn1c(C(F)(F)F)nc2ccccc21)N/N=C/c1ccco1
→ 0	0	-0.6	6	0	-1	7	-6
> CC(C)C[C@@H](C(=O)NCC1CCCO1)N1C(=O)N2CCc3c([nH]c4ccccc34)[C@@]2(C)C1=O (stereo partly specified)
→ -12	-2	0.2	0	-3	-4	8	-21
> COc1ccccc1CNC(=O)CCc1nnc2ccc(NCCCN3CCCC3=O)nn12
→ 4	0	-1.3	-4	-6	-1	-15	-10
> CCN1CCN(c2c(C(=O)c3ccc(OC)cc3)cnc3ccccc23)CC1
→ 0	-3	-1.0	-3	8	-3	-6	3

Next part.
Every second line gives: SENP7 block	PfGluPho inh	MPTP block	HKDC1 inhibitor	ATG4B inh	NR3A LBD binder	SENP8 block	SENP6 inh
> CCN1CCN(c2ncc(C(=O)N3CCCc4ccccc43)c3ccccc23)CC1
→ -10	9	-1.0	-2	-11	1	-9	-16
> COCCn1nnnc1SCC(=O)c1ccc(F)cc1
→ -10	-4	2.6	2	-9	-3	13	-10
> CC(NC(=O)c1cc([N+](=O)[O-])cc([N+](=O)[O-])c1)c1ccc(-n2ccnc2)cc1 (stereo unspecified)
→ 2	16	-1.5	-2	-12	1	13	-3
> Cc1nn(C)cc1CNC(=O)c1ccc(F)cc1
→ 8	-8	3.0	8	1	1	11	3
> CC(C)(C)OC(=O)N1Cc2ccccc2C[C@H]1C(=O)NCC(=O)NCC1CCCO1 (stereo partly specified)
→ 6	-1	-1.9	-2	9	2	8	11
> CCOc1ccc(CCNC(=O)c2cc(S(=O)(=O)N3CCOCC3)ccc2C)cc1OCC
→ -6	5	1.1	-6	-3	3	-8	-14
> CC(NC(=O)C1CCCCC1)C(=O)NC1=NCCS1 (stereo unspecified)
→ 7	-21	0.2	-4	-6	0	18	4
> COc1ccc(-c2oc3cc(OC)c(O)c(OC)c3c(=O)c2OC)cc1O
→ 4	1	1.0	3	-6	-6	-5	-2
> NC(=O)CN1CCN(Cc2ccc3c(c2)OCO3)CC1
→ -12	-12	0.6	0	6	0	20	1
> NS(=O)(=O)c1ccc(CCNC(=O)C(=O)Nc2cc3c4c(c2)CC(=O)N4CCC3)cc1
→ 1	-13	0.6	3	8	5	0	-6
> COc1ccc(NC(=O)c2c3c(nc4ccccc24)CCN(Cc2ccccc2)C3)c(OC)c1
→ -3	-7	-0.3	-12	-1	0	-36	21
> COc1cc(C(=O)OC2CSCC2NC(=O)c2ccccc2)cc(OC)c1OC (stereo unspecified)
→ -3	7	2.5	-6	-8	-1	9	9
> Fc1ccc(-c2[nH]ncc2CN2CCN(c3ccc(F)cc3)CC2)cc1
→ -8	12	0.9	0	-12	-1	12	-18
> NNC(=O)/C(=C\c1ccco1)NC(=O)c1ccco1
→ -1	-3	0.2	3	-4	-1	12	-20
> Clc1ccccc1COc1ccc(/C=N/n2cnnc2)cc1
→ 6	-4	2.1	3	-11	-18	7	-8
